Kir21 inh: blocks the mouse Kir2.1 inward-rectifier potassium channel; HEK293-Kir2.1, FluxOR thallium flux fluorescence; active compounds read low; B-score at 10 µM; 0.85% of 310,000 active; AID 1672;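 active = fluorescence ratio B-score at or below minus 3 SD of library scores, with starting-brightness B-score within 2 SD, cut at about -4.2 in these data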;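 note: channel flux triggered by added potassium and thallium sulfate stimulus; B-score of peak minus minimum fluorescence over baseline after thallium stimulus; more negative B-score means stronger Kir2.1 block with less thallium influx; some compounds called inactive have numbers as strong as hits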
Target sequence (P35561 whole entry, looked up): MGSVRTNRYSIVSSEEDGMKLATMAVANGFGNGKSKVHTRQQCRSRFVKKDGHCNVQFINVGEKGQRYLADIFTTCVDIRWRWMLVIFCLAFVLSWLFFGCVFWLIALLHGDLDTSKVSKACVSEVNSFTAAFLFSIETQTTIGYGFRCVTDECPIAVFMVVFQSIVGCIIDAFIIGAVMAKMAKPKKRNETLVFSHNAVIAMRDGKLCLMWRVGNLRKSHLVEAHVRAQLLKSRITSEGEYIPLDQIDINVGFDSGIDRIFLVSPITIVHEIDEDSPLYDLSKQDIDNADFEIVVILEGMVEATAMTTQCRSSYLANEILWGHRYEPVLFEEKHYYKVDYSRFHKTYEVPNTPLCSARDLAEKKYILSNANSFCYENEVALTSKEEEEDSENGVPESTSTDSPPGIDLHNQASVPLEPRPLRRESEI
CHT block: human CHT choline transport inhibition; B-score at 10 µM; 0.86% of 310,000 active; CHT-expressing cells, membrane potential dye, choline response; active compounds read low; Q9GZV3;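 active = B-score over 3 SD under the library average, and starting fluorescence ratio not unusually high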;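 note: choline stimulus applied at its EC90 after an EC20 pre-addition; B-score computed on integrated fluorescence ratio after choline addition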
Target sequence (Q9GZV3 whole entry, looked up): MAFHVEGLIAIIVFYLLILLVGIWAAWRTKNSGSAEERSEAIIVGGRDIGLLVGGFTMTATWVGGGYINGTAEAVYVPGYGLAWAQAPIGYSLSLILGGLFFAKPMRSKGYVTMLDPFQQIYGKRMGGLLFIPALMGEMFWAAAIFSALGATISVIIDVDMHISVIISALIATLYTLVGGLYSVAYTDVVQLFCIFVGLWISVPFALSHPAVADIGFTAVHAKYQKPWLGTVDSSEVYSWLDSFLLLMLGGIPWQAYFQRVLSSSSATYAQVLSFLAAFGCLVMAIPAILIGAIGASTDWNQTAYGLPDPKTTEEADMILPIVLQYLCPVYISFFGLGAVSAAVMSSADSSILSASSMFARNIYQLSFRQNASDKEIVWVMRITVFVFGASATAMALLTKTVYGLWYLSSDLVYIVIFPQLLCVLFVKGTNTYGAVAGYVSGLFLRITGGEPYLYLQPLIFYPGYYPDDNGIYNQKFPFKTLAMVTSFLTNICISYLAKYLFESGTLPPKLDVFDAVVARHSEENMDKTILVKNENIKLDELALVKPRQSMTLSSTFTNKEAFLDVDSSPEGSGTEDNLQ
Numbers without * were called inactive; i = inactive; / = not tested or not shown. No enrichment for hits; any-hit rate near 1.6%.

SMILES	Kir21 inh	CHT block
COc1ccc2cc(-c3nc4ccccc4n3C)c(=O)oc2c1	0.97	i
O=C(N/N=C/c1cn(-c2ccccc2)nc1-c1cc2ccccc2o1)c1ccccc1Br	0.64	i
CCCCOC(=O)Nc1cc(Cl)ccc1C	0.19	i
O=C(COC(=O)/C=C/c1cccs1)NC1CCCCC1	-0.05	i
CC(C)Cc1nnc(NC(=O)CN2C(=O)NC3(CC(C)CC(C)(C)C3)C2=O)s1 (stereo not given)	1.14	i
CCOC(=O)c1[nH]cnc1C(=O)Nc1ccccc1OC	-1.73	i
N#Cc1ccc(C(=O)NCC2CCCCC2)cc1	0.15	i
Cc1c(C(=O)N2CCN(c3ccccn3)CC2)sc2ncnc(N3CCN(c4ccccc4)CC3)c12	0.59	i
Cc1ccc(CN2CCC(N3CCC(C(=O)NCC4CCCO4)CC3)CC2)o1 (stereo not given)	-0.71	i
COC(=O)c1sc(NC(=S)NC(=O)c2ccccc2C)nc1C	0.41	i
CCCn1c(SCC(=O)Nc2cc(C)on2)nc2c1c(=O)n(C)c(=O)n2C	1.08	i
COCCN(CC(=O)Nc1cccc(C)c1)S(=O)(=O)c1ccc(S(=O)(=O)N2CCCC2)cc1	1.76	i
CCCSc1cc(NCCOC(=O)CCC)c([N+](=O)[O-])c2nonc12	1.29	i
C/C(CC(=O)Nc1ccc2c(c1)OCCO2)=N\NC(=O)c1ccc([N+](=O)[O-])cc1Cl	0.08	i
Cn1c(=O)c2c(nc(SCC(=O)O)n2Cc2cccc(C(F)(F)F)c2)n(C)c1=O	0.24	i
CCN1CCN(c2ccc(S(=O)(=O)N3CCOCC3)cc2NC(=O)COc2ccc(F)cc2Cl)CC1	-0.1	i
COc1ccc(-c2c(C#Cc3ccccc3)c3ccccc3n2C)cc1	0.01	i
O=C(CCc1ccccc1)Nc1ccc(F)c([N+](=O)[O-])c1	-0.08	i
COc1ccc(N(CC(=O)NCc2cccnc2)S(=O)(=O)c2ccccc2)c(OC)c1	-1.92	i
CCCCN(CCCC)CCNC(=O)CN1C(=O)CSc2ccc(S(=O)(=O)N3CCOCC3)cc21	1.33	i
CC(OC(=O)c1cc(S(=O)(=O)N(C)c2ccccc2)ccc1Cl)C(=O)Nc1ccc2c(c1)OCCO2 (stereo not given)	0.97	i
O=C(N1CCCC1)C(F)(F)Oc1ccc(F)cc1	0.22	i
CCc1nnc(NC(=O)c2cc(-c3ccccn3)nc3ccccc23)s1	-1.54	i
CC(C)Oc1ccc(/C=C(/NC(=O)c2ccccc2)C(=O)NCCC(=O)O)cc1	-0.62	i
CCn1c(=N)n(CC(O)COc2cccc(C)c2)c2ccccc21 (stereo not given)	1.85	i

Reformatted: results already given
SMILES: CC(C)Cc1nnc(NC(=O)CN2C(=O)NC3(CC(C)CC(C)(C)C3)C2=O)s1 (stereo not given)
  Kir21 inh: 1.14
  CHT block: i
SMILES: Cc1c(C(=O)N2CCN(c3ccccn3)CC2)sc2ncnc(N3CCN(c4ccccc4)CC3)c12
  Kir21 inh: 0.59
  CHT block: i
SMILES: CCN1CCN(c2ccc(S(=O)(=O)N3CCOCC3)cc2NC(=O)COc2ccc(F)cc2Cl)CC1
  Kir21 inh: -0.1
  CHT block: i

(further entries)
SMILES	Kir21 inh	CHT block
Cc1ccc(S(=O)(=O)N2CCOC2CNC(=O)C(=O)NCC(C)C)cc1 (stereo not given)	-0.77	i
Cc1cc(C)n(S(=O)(=O)c2cc(Cl)ccc2Cl)n1	-0.85	i
CCC(=O)Nc1cccc(C(=O)OC)c1	0.83	i
COc1ccc(NC(C)=O)cc1NC(=O)CSc1nnc(-c2ccncc2)n1C	2.22	i
CCCNC1CCS(=O)(=O)C1 (stereo not given)	-0.87	i
CC1(C)C2CC=C(/C=N/n3cnnc3)C1C2 (stereo not given)	1.98	i
O=C(C1CCCN(S(=O)(=O)c2ccccc2)C1)N1CCCCCC1 (stereo not given)	0.16	i
NNS(=O)(=O)c1ccc(N2CCCC2=O)c([N+](=O)[O-])c1	-0.4	i
O=C(NCc1ccc(F)cc1Cl)C1CC(=O)N(C2CCCCCCC2)C1 (stereo not given)	1.52	i
CC(=O)c1ccc(NC(=O)c2cc3ccccc3o2)cc1	0.05	i
CN(C)CCCN(Cc1ccccc1)C(=S)Nc1ccc(OC(F)F)cc1	0.07	i
Cc1cc(=O)n2nc(N3CCCC(C(=O)NC(C)c4ccccc4)C3)sc2n1 (stereo not given)	0	i
CC1CCN(c2ccccc2NC(=O)c2ccc([N+](=O)[O-])o2)CC1	-0.71	i
O=C(N/N=C/c1ccc(O)c(O)c1)C1c2ccccc2Oc2ccccc21	-0.23	i
Cc1cc(N2CCC(C)CC2)nc(NCc2ccccc2)n1	-12.7*	i
CCN(CC)c1ccc(/C=N/NS(=O)(=O)c2cccc([N+](=O)[O-])c2)cc1	0.34	i
Cc1ccc(C(=O)CN2/C(=C(\O)c3ccccc3)C(=O)c3ccccc3S2(=O)=O)c(C)c1	1.53	i
CCOC(=O)C(=CNc1ccc(C)cc1C)C(=O)OCC	-0.57	i
O=C(Cn1ccc2ccccc2c1=O)NCC(=O)N1CCN(c2ccccc2F)CC1	-0.03	i
O=C(NCCCN1CCc2ccccc2C1)Nc1ccc(Cl)cc1	-4.69*	i
Cc1cccc(OCC(=O)NC(=S)Nc2ccccc2N2CCOCC2)c1	-1.34	i
Cc1cccc(NC(=O)/C(=C\c2ccco2)NC(=O)c2cccs2)c1	0.4	i
Cc1nc(-c2ccc(Cl)cc2)sc1C(=O)O	1.78	i
O=C(O)CSc1nc(-c2ccccc2)c(-c2ccccc2)[nH]1	-1.8	i
O=C(CN1C(=O)C2C3C=CC(C4CC34)C2C1=O)NCc1ccco1 (stereo not given)	-0.74	i

(cont.)
SMILES	Kir21 inh	CHT block
O=C(Nc1ccccc1F)Nc1ccc([N+](=O)[O-])cc1Cl	-1.29	i
CC(C)CN(CCNC(=O)CN1N=C(c2ccc(Cl)cc2)CCC1=O)CC(C)C	-0.15	i
CCOC(=O)c1cc2c(=O)n3cccc(C)c3nc2n(CCCOC)c1=NC(=O)c1cccnc1	0.83	i
Cc1cc(C)n2nc(-c3ccc(F)cc3)nc2n1	-0.81	i
CCC1CCc2sc(C(=O)NCc3ccccn3)cc2C1 (stereo not given)	-0.04	i
CN1CCCC(C(=O)C(C#N)c2ccccc2)C1 (stereo not given)	0.06	i
COc1ccc(C(=O)NC(=S)NC(C)(C)C)cc1Br	-1.79	i
CC(=O)Oc1cccc(NC(=O)c2ccc3c(c2)C(=O)N(CC(C)C)C3=O)c1	-1.01	i
Cc1nnc2n1N=C(c1ccc(OC(F)F)cc1)C(C)S2 (stereo not given)	-2.7	i
O=C(NCc1ccc(Cl)cc1)C1CCC(CNS(=O)(=O)c2ccccc2)CC1 (stereo not given)	-0.01	i
Cc1onc(-c2ccccc2)c1C(=O)N(Cc1ccco1)Cc1cccs1	-0.44	/
CCOC(=O)CC1COc2ccccc2N1C(=O)c1ccc(F)cc1 (stereo not given)	-2.36	i
CC(C)c1ccc(Nc2nnc(SC3CCOC3=O)s2)cc1 (stereo not given)	-0.05	i
COC(=O)c1cc(C(=O)OCC(=O)NC2CCCC2)cc([N+](=O)[O-])c1	0.2	i
O=c1c2ccccc2[nH]c(=S)n1-c1cccc(S(=O)(=O)N2CCCC2)c1	0.17	i
CCC(CC)C(=O)N1CCN(Cc2ccc3c(c2)OCO3)CC1	-0.72	i
CCc1cc(Cn2nc(-c3ccccc3)cc2C(=O)NCc2ccc(C)cc2)on1	-1.57	i
CCOC(=O)C1CCN(c2c(NCc3ccc(C(=O)NCCOC)cc3)c(=O)c2=O)CC1	-0.71	i
O=C(CSc1ncnc2c1oc1ccccc12)Nc1cccc(Cl)c1	-0.87	i
O=C1CCC(C(=O)N2CCCC(C(=O)c3ccc4c5c(cccc35)CC4)C2)=NN1 (stereo not given)	-1.46	i
CC(Sc1ccccc1)C(=O)N1CCN(S(=O)(=O)c2ccc(Cl)cc2)CC1 (stereo not given)	-2.31	i
CN(CCNC(=O)c1ccc(/C=N/O)nc1)Cc1ccccc1	0.26	i
Nc1ccn([C@@H]2O[C@H](CO)[C@@H](O)C2O)c(=O)n1 (stereo not given in full)	-0.37	i
CCN(CC)C(=O)CSc1nnc(-c2ccncc2)n1N	0.53	i
O=C(Nc1nccs1)c1ccc(Cl)c(S(=O)(=O)N2CCOCC2)c1	-0.67	i

Compound profiles (already shown).
Listed for O=C1CCC(C(=O)N2CCCC(C(=O)c3ccc4c5c(cccc35)CC4)C2)=NN1 (stereo not given) → Kir21 inh = -1.46; CHT block = i
Listed for O=C(CSc1ncnc2c1oc1ccccc12)Nc1cccc(Cl)c1 → Kir21 inh = -0.87; CHT block = i

Remaining list, next part:
SMILES	Kir21 inh	CHT block
CC(C)OCC(O)CN1CCNCC1 (stereo not given)	2.32	i
COc1ccc(C(=O)NCCc2ccccc2)cc1OC	-0.51	i
NCC(=O)Nc1ccc(Cl)cc1C(=O)c1ccc[nH]1	-1.81	/
Cc1ccc(C(=O)O/N=C(\N)Cc2ccc([N+](=O)[O-])cc2)c(Cl)c1	0.01	i
COCC(=O)N/N=C/c1ccc(Sc2nc3ccccc3s2)o1	-1.1	i
CC(C)CC(=O)NC(=S)Nc1ccc(S(=O)(=O)Nc2nccs2)cc1	0.13	i
Cc1c(NC(=O)C(C)OC(=O)CNC(=O)c2ccc(C(C)(C)C)cc2)c(=O)n(-c2ccccc2)n1C (stereo not given)	-0.06	i
COc1ccccc1CCCNC(=O)C1CCC(=O)N(CCc2ccc(Cl)cc2)C1 (stereo not given)	-0.27	i
COc1ccc(NC(=O)CSc2nnc3ccc(-c4cccnc4)nn23)cc1	1.62	i
COc1ccc(Cc2nc(-c3ccc(Br)cc3)no2)cc1	/	i
Cc1c(NC(=O)C(C)OC(=O)c2cccc([N+](=O)[O-])c2)c(=O)n(-c2ccccc2)n1C (stereo not given)	2.97	i
COc1cc2c(cc1OC)C1(CCCC1)CNC2c1cccc([N+](=O)[O-])c1 (stereo not given)	-2.03	i
Cc1nn(CC(=O)NCC(C)c2ccccc2)c(=O)c2cc(-c3ccccc3)nn12 (stereo not given)	-0.01	i
O=S(=O)(Cc1ccccc1)N1CCN(Cc2ccc(F)cc2Cl)CC1	-0.67	i
Cc1cccc(C(C)C)c1NC(=O)c1cccnc1	0.13	i
Cc1c(NC(=O)CN2C(=O)c3ccccc3C2=O)c(=O)n(-c2ccccc2)n1C	0.09	i
O=C(N/N=C/c1ccccc1O)C(=O)Nc1ccccn1	-1.64	i
CCC(C)[C@H](NC(=O)N1CCn2c1nc1ccccc12)C(=O)NCC1CCCO1 (stereo not given in full)	-1.46	i
FC(F)(F)c1cccc(OCCOCCn2cncn2)c1	0.18	i
Cc1cc(C)nc(SCc2nnc(SCC(N)=O)o2)n1	1.34	i
Oc1ccc(/C=N/Nc2ncc(Cl)cc2Cl)cc1	-1.1	i
COc1cccc(C2=NN(S(C)(=O)=O)C(c3cccs3)C2)c1 (stereo not given)	-0.95	i
CCOC(=O)CCCSc1nc(-c2ccc3c(c2)OCO3)cc(C(F)(F)F)c1C#N	-1.97	i
CC(C)(C)c1ccc(-c2noc(CCC(=O)Nc3cccnc3)n2)cc1	-0.14	i
COc1cccc(C(c2nnnn2CC2CCCO2)N2CCN(C(=O)c3ccco3)CC2)c1OC (stereo not given)	0.09	i

Reprinted from the part before: 5 compounds, followed by the next part.
SMILES	Kir21 inh	CHT block
Oc1ccc(/C=N/Nc2ncc(Cl)cc2Cl)cc1	-1.1	i
COc1cccc(C2=NN(S(C)(=O)=O)C(c3cccs3)C2)c1 (stereo not given)	-0.95	i
CCOC(=O)CCCSc1nc(-c2ccc3c(c2)OCO3)cc(C(F)(F)F)c1C#N	-1.97	i
CC(C)(C)c1ccc(-c2noc(CCC(=O)Nc3cccnc3)n2)cc1	-0.14	i
COc1cccc(C(c2nnnn2CC2CCCO2)N2CCN(C(=O)c3ccco3)CC2)c1OC (stereo not given)	0.09	i
COc1ccc(NC2c3ncccc3C(=O)N2Cc2cccs2)cc1 (stereo not given)	0.9	i
COc1c2ccccc2nc2ccccc12	1.3	i
CC12CCC(C(=O)NNc3ccccc3)(C(=O)C1=O)C2(C)C (stereo not given)	1.51	i
COc1cccc(-c2nc(CS(=O)(=O)CC(=O)NCCCN3CCc4ccccc4C3)c(C)o2)c1	-0.25	i
CCCCNc1nc(N(C)c2ccccc2)nc(-n2ccnc2)n1	-0.19	i
Cc1cc(NC(=O)c2ccc(COc3ccccc3Cl)o2)no1	-0.31	i
Cc1c(C(=O)Nc2cc(S(=O)(=O)N3CCOCC3)ccc2N2CCOCC2)oc2ccccc12	1.65	i
CSc1ccc(OC2CCN(Cc3ccccc3)CC2)cc1	-20*	i
O=c1cc(-c2ccccc2)c2cc(Cl)c(O)c(CN3CCOCC3)c2o1	0.33	i
O=C(CCCN1C(=O)/C(=C/c2ccccc2Cl)SC1=S)NNC(=O)c1ccc(Cl)cc1	-0.12	i
COc1ccc(Cl)c(S(=O)(=O)N2CCCC2)c1	-0.08	i
COC(=O)c1cc(Br)c(=O)n(-c2cccc(F)c2)c1	-0.26	i
CCN(/C=N/c1sc2c(c1C#N)CCCCC2)CC	0.07	i
O=c1c(O)c(-c2ccc3c(c2)OCO3)oc2ccccc12	-0.35	i
O=C(CSc1ccccn1)N1CCN(c2cccc(Cl)c2)CC1	-0.78	i
N/C(=N\OC(=O)c1cccc(F)c1)c1ccccn1	1.16	i
COCCn1c(=O)[nH]c2cc(C(=O)Nc3cc(OC)c(OC)c(OC)c3)ccc2c1=O	-0.2	i
COc1ccc(CN2CCN(C(=O)C3CCC(CNS(=O)(=O)c4ccccc4)CC3)CC2)c(OC)c1OC (stereo not given)	-0.58	i
O=C1c2[nH]nc(-c3ccccc3O)c2C(c2ccc(F)cc2)N1CC1CCCO1 (stereo not given)	0.02	i

Source: PubChem BioAssay
